# Htt clearance: mutant huntingtin protein clearance. inhibition, % at 1.5 µM. AID 853. 47,000 compounds, 0.42% hits. HeLa Exon1htt(103Q)mCFP, aggregate imaging; zero = plate's median compound well;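 active = inhibition of aggregate fluorescence above about 70%, also judged a hit by eye on the cell image, limit read from the data, passing the limit was not always enough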;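 also: cells exposed to compound for three days before fixation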
# Htt clearance grain fraction: second read-out of Htt clearance, no call of its own (marks repeat the call); fraction fluorescence in grains; measured here: aggregate grain fluorescence fraction; active compounds read low;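 scaled fraction of total cell fluorescence in grains with unit not stated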
# * hit, by the source's call; i = inactive.
# Second line of a record – Htt clearance, Htt clearance grain fraction
> Cn1c(CCc2ccccc2)nnc1SCC(=O)N1CCOCC1
    52, 9.8
> COc1ccc(NC(=O)C2CSC3c4ccccc4C(=O)N23)cc1 (stereo not drawn)
    9, 17
> O=C(NC1CCCCC1)C(c1ccncc1)N(Cc1ccc2c(c1)OCO2)C(=O)C(F)(F)F (stereo not drawn)
    -16, 22
> C=CCN=C1CC(C)(C)CC(=O)/C1=C(\O)c1ccccc1
    20, 24
> COc1ccc(NC(=O)c2oc3ccccc3c2C)c(OC)c1
    -282, 71
> CCOc1ccccc1NC(=O)CSc1nnc(Cc2cccn2C)n1-c1ccc(F)cc1
    37, 21
> Cc1ccc(CS(=O)(=O)CCC(=O)NCCCN2CCCC2)cc1
    29, 15
> COC(=O)CCC(=O)Nc1ccc(Br)cc1
    -34, 45
> COc1ccc(NC(=O)c2cc(C)on2)cc1OC
    -25, 23
> CC1Cc2nc(SCC(=O)NCc3ccccc3)n(Cc3ccccc3)c(=O)c2S1 (stereo not drawn)
    -11, 54
> COc1cc(NC(=O)c2ccccc2Cl)ccc1NC(=O)c1ccco1
    26, 30
> CN1C(=O)OC(C)(CCc2ccccc2)C1(C)O (stereo not drawn)
    -32, 49
> Cc1ccc(C(=O)NC(C)(COc2nonc2C)COc2nonc2C)cc1
    54, 9.6
> Cc1c(NC(=O)CC2CC(C)OC2=O)c(=O)n(-c2ccccc2)n1C (stereo not drawn)
    23, 15
> O=C(CN1CCN(Cc2ccc3c(c2)OCO3)CC1)N1CCc2[nH]c3ccccc3c2C1
    41, 18
> CCn1c2ccccc2c2cc(C3C(C#N)=C(C)NC(C)=C3C#N)ccc21
    15, 33
> Cc1nc2ccc(-n3ccc(=O)cc3)cc2s1
    -26, 55
> NS(=O)(=O)c1ccc(CNC(=O)NC2(c3ccccc3)CC2)cc1
    44, 23
> COc1ccc(S(=O)(=O)CCC(=O)O)cc1
    21, 13
> Cc1ccsc1/C=N/n1c(-c2ccco2)n[nH]c1=S
    39, 19
> O=C1C(Cl)=C(N2CCOCC2)C(=O)N1CCc1ccccc1
    -8, 21
> CSCc1cc(N2CCOCC2)nc(SCc2ccc(Cl)c(Cl)c2)n1
    -8, 23
> Cc1cc(=O)oc2cc(OC(C)C(=O)O)c(Cl)cc12 (stereo not drawn)
    -102, 86
> O=C(NCc1ccco1)c1cccc(-c2nnc(-c3ccccc3)o2)c1
    37, 13
> CCOC(=O)c1sc(NC(=O)c2cccs2)nc1C
    -11, 32
> CCOc1ccc2[nH]c(=S)[nH]c2c1
    -21, 24
> CC(C)CCN1C(=O)c2ccc(C(=O)NCc3ccco3)cc2C1=O
    2, 20
> COc1cccc(C(=O)NC2CCN(C(=O)N3CCCCC3)CC2)c1
    -2, 41
> Cc1c(C)n(C(=O)CN2CCN(c3ccccc3)CC2)c2ccccc12
    -6, 17
> O=C(CSc1nnc(-c2ccccc2)n1-c1ccccc1)NCc1ccco1
    -43, 54
> Brc1ccc2nc(CSc3ncn[nH]3)cn2c1
    1, 20
> Nc1cc(C(=O)O)ccc1N1CCCCCC1
    -28, 27
> CC1=CC(C)(C)N2C(=O)C3(C(C#N)=C(N)OC4=C3C(=O)CC(C)(C)C4)c3cc(C)cc1c32 (stereo not drawn)
    -2, 39
> N#Cc1ccc2ccn(CC(=O)NC3CCCCC3)c2c1
    -18, 43
> N#CC(C(=O)O)=C1CCCC1
    -16, 39
> Cc1ccc(NC(=O)C2(S(=O)(=O)c3ccc(C)cc3)CC2)cc1
    -102, 65
> COc1ccc(C(=O)n2cnc(N)n2)cc1
    -5, 38
> O=C1c2ccccc2C(Nc2ccc3c(c2)OCCO3)N1Cc1ccc2c(c1)OCO2 (stereo not drawn)
    -7, 33
> Cn1cc(S(=O)(=O)Nc2cccc(F)c2)c(=O)n(C)c1=O
    i, 354
> CSC1=N/C(=C\c2ccc(F)cc2)C(=O)S1
    -41, 56

# Molecules above with an aryl methoxy group:
# Second line of a record – Htt clearance, Htt clearance grain fraction
> COc1ccc(NC(=O)C2CSC3c4ccccc4C(=O)N23)cc1 (stereo not drawn)
    9, 17
> COc1ccc(NC(=O)c2oc3ccccc3c2C)c(OC)c1
    -282, 71
> COc1ccc(NC(=O)c2cc(C)on2)cc1OC
    -25, 23
> COc1cc(NC(=O)c2ccccc2Cl)ccc1NC(=O)c1ccco1
    26, 30
> COc1ccc(S(=O)(=O)CCC(=O)O)cc1
    21, 13
> COc1cccc(C(=O)NC2CCN(C(=O)N3CCCCC3)CC2)c1
    -2, 41
> COc1ccc(C(=O)n2cnc(N)n2)cc1
    -5, 38

# (more compounds)
# Second line of a record – Htt clearance, Htt clearance grain fraction
> COc1ccccc1CNc1ccc(N2CCCCC2)cc1
    -18, 24
> N#Cc1c(C(F)(F)F)cc(-c2ccc(Cl)c(Cl)c2)nc1SCCN1CCOCC1
    38, 22
> CCOC(=O)c1cc2c(ccn2C)n1Cc1cc(C)ccc1C
    2, 39
> Cc1cc2c(c(=O)n1CCN(C)C)C(c1ccc(Br)cc1)C(C#N)=C(N)O2 (stereo not drawn)
    -23, 45
> O=C(Nc1ccc2c(c1)Cc1ccccc1-2)c1ccc(Br)o1
    -41, 27
> CCc1ccccc1NC(=O)c1cccc(N2C(=O)C3C4CCC(C4)C3C2=O)c1 (stereo not drawn)
    5, 20
> N#CCN1C(=S)N=C(Nc2cccc(Cl)c2)C12CCCCC2
    37, 25
> CC1CCCCN1CCn1c(=S)[nH]c2ncccc2c1=O (stereo not drawn)
    12, 38
> CCOC(=O)C1Cn2c(nc3c(c2=O)C2(CCCC2)Cc2ccccc2-3)S1 (stereo not drawn)
    36, 20
> COc1ccc(N(C(=O)COc2ccccc2)C2C=CS(=O)(=O)C2)cc1 (stereo not drawn)
    6, 42
> CC(C(=O)NC1=NCCS1)(C(F)(F)F)C(F)(F)F
    -46, 28
> CC1(C)CC(=O)c2sc(NC(=O)CN3CCCCC3)nc2C1
    38, 19
> Cn1c(-c2ccccc2Br)n[nH]c1=S
    28, 13
> COc1ccc(S(=O)(=O)Cc2ccc(C(=O)N3CCN(c4cc(Cl)ccc4C)CC3)o2)cc1
    -291, 189
> Nc1nnc(CC2=CCCCC2)s1
    56, 8.3
> COc1ccc(Nc2cc(=O)oc3ccccc23)cc1
    10, 28
> Cc1ccccc1/C=c1\s/c(=C\C(=O)C(C)(C)C)[nH]c1=O
    -17, 45
> Cc1cc(C)n(-c2nc3c(c(=O)[nH]c(=O)n3C)n2CC(C)C)n1
    -1, 37
> CCCC1=C(C(=O)OCC)C(c2cc(Cl)cc(OC)c2OCC(=O)OCC)NC(=O)N1 (stereo not drawn)
    -50, 31
> CCOC(=O)c1cnc2c(C(=O)OC)cccc2c1NCc1ccco1
    5, 18
> O=C(O)c1cccc(N2C(=O)C3CC=C(Cl)CC3C2=O)c1 (stereo not drawn)
    -137, 107
> Cc1csc(NC(=O)CSc2nnc(-c3ccncc3)o2)n1
    -2, 19
> Cn1nc(C(F)(F)F)c(/C=N/OC(=O)c2ccccc2)c1SCc1ccc(Cl)cc1
    -16, 46
> C(=N/n1c2ccccc2c2ccccc21)/c1ccco1
    6, 16
> O=C1CCCc2nc(N3CCN(Cc4ccccc4)CC3)ncc21
    -66, 51
> Cc1ccc(CCNC(=O)C2CCCN(S(=O)(=O)c3cnc[nH]3)C2)cc1 (stereo not drawn)
    70*, 9.2*
> O=C1c2ccccc2C(=O)N1c1n[nH]c(CCc2ccccc2)n1
    25, 15
> Cn1c(SCc2ccc3c(c2)OCO3)nnc1-c1ccccc1
    -20, 20
> Cc1ccc(-c2nn(C)c(=O)c3ccccc23)cc1CNS(C)(=O)=O
    27, 13
> Cc1ccc(N2CC(C(=O)Nc3ccncc3)CC2=O)cc1 (stereo not drawn)
    -31, 26
> Cc1ccccc1C(=O)N1CCN(c2ncnc3c2cnn3-c2ccccc2)CC1
    53, 19
> FC(F)(F)c1cc(-c2ccccc2)nc(N2CCCCCC2)n1
    19, 15
> CCCNC(=O)CN(C1CCCCC1)S(C)(=O)=O
    57, 8.4
> O=C(NCC1CCCO1)c1sc(=S)n2c1[nH]c(=O)c1ccc(C(=O)N3CCCCC3)cc12 (stereo not drawn)
    3, 35
> C=CCc1cccc2cc(C(=O)N3CCN(C(=O)OCC)CC3)c(=O)oc12
    -31, 22
> c1ccc(CNC2=NCCCC2)cc1
    -41, 55
> CCCCC1CC(C)(C(=O)CSc2nc3ccccc3s2)OC1=O (stereo not drawn)
    -12, 31
> COC1(c2cc(-c3ccccc3)nc(N)n2)CCCCC1
    10, 36
> CCOC(=O)Nc1ccc(S(=O)(=O)NCc2ccccc2)cc1
    -15, 39
> COc1cccc(-n2c(CNc3ccc(F)cc3)nnc2SCC(N)=O)c1
    -9, 21
> O=C(O)c1ccccc1S(=O)CCO (stereo not drawn)
    -8, 22
> CCC(C)NC(=O)Cn1cnc2sc(C)cc2c1=O (stereo not drawn)
    2, 36
> CNC(=O)Nc1cc(C(C)(C)C)no1
    -3, 37
> CSc1nc(-c2ccco2)nn1S(=O)(=O)c1ccccc1
    23, 14
> Cc1nn(CC(O)COc2ccc3c(c2)CCC3)c(C)c1C (stereo not drawn)
    -41, 25
> NC(=O)C1CCCN(S(=O)(=O)c2ccccc2)C1 (stereo not drawn)
    23, 16
> CCOC(=O)C1=C(C)Nc2nnnn2C1c1ccccc1Cl (stereo not drawn)
    15, 15
> O=C(Nc1nc(-c2ccncc2)cs1)c1ccc(S(=O)(=O)N2CCOCC2)cc1
    -56, 58
> O=C(NC1CCCCCCC1)c1ccco1
    9, 16
> CCCCNC(=O)c1c(N)n(/N=C/c2ccccn2)c2nc3ccccc3nc12
    12, 34
> Cc1ccc2c(c1)CCCN2C(=O)Nc1ccc2c(c1)OCO2
    38, 12
> Cc1ccc(N)cc1-n1c(C)ccc1C
    21, 29
> COc1cnc(-c2ccccc2)nc1Oc1ccc(C(C)(C)C)cc1
    -10, 43
> Cc1csc(N(C(=O)c2cccc(S(=O)(=O)N(C)C)c2)c2ccccc2)n1
    8, 33
> CCCCCCC(=O)Nc1nc(C)c(-c2csc(Nc3cccc(OC)c3)n2)s1
    30, 27
> CCC(CC)C(=O)Nc1cccc(C(=O)N2CCCCCC2)c1
    -30, 24
> COc1cccc(Oc2cncnc2-c2ccc(OC)cc2O)c1
    73*, 9.8*
> COc1ccc(C2CC(=O)C=C(NCCC(C)C)C2)cc1 (stereo not drawn)
    -20, 24
> CCOCCn1c(N2CCN(c3ccc(OC)cc3)CC2)nc2c1c(=O)n(C)c(=O)n2C
    -9, 22
> CC(C)Cn1c(CN(Cc2ccccc2)Cc2ccccc2)nc2c1c(=O)n(C)c(=O)n2C
    34, 20

# Carrying on.
# Second line of a record – Htt clearance, Htt clearance grain fraction
> Cc1ccc(-n2c(SCC(=O)OC(C)C)nnc2-c2cnccn2)cc1
    -30, 52
> COc1cccc(/C(O)=C2\C(=O)C(=O)N(c3ccccn3)C2c2ccccc2OC)c1 (stereo not drawn)
    21, 27
> CCC(=O)N1CCN(c2ccc(Cl)cc2NC(=O)Cc2ccccc2)CC1
    11, 18
> O=S(=O)(c1cc(Cl)ccc1Br)N1CCCCC1
    50, 8
> O=C(NC1CCCC1)C(c1c[nH]c2ccccc12)N(C(=O)Cn1nnc(-c2ccc(Cl)cc2)n1)c1ccccc1 (stereo not drawn)
    2, 38
> CCOC1(OCC)N=C(N)C2(C#N)C(c3cccc(OC)c3OC)C12C#N (stereo not drawn)
    27, 13
> CCOc1ccc(NC(=O)CCNc2c(N3CCCC3)c(=O)c2=O)cc1
    -7, 23
> Cc1cccc(OCC(=O)Nc2nonc2NC(=O)COc2cccc(C)c2)c1
    16, 17
> Cc1c(C)n(C(=O)CSc2nncn2C)c2ccccc12
    -36, 30
> COc1ccc(CCCC(=O)NC2CCCCC2)cc1
    -21, 47
> CCCC(=O)n1nc(-c2ccccc2)nc1N
    30, 13
> CCOc1ccccc1NC(=O)C1CCN(c2ccc(S(=O)(=O)N3CCCC3)cc2)CC1
    72*, 9.4*
> CCN1CCCC1CN(Cc1cc2ccc(C)c(C)c2[nH]c1=O)C(=O)Nc1ccccc1OC (stereo not drawn)
    3, 17
> Nc1cc(N)nc(SCC(=O)Nc2ccc3c(c2)OCCCO3)n1
    -1, 36
> Nc1nnc(CC(=O)NCc2ccccc2)s1
    65, 7.1
> Cc1cccc(N2CCN(C(=O)NCc3ccc(Cl)cc3)CC2)c1
    -93, 36
> O=C(CNC(=O)c1ccco1)OCc1c(F)cccc1Cl
    -20, 54
> CC1(C)CCCC2=C1CC1C(=O)N(c3ccccc3)C(=O)C1C2 (stereo not drawn)
    33, 25
> CC(C)(C)NC(=O)c1ccc2c(c1)N(CC(=O)N1CCN(c3ccc(F)cc3)CC1)C(=O)C(C)(C)O2
    3, 33
> CC(=O)c1cccc(NC(=O)N2CCCC2C(=O)Nc2cccc(C)c2)c1 (stereo not drawn)
    5, 38
> CC1CCCC(C)N1C(=O)COC(=O)c1ccc(O)cc1 (stereo not drawn)
    25, 17
> COc1ccc(NC(=O)CSc2nc(C)cc(C(F)(F)F)n2)cc1
    -32, 26
> CC(C)c1nnc(NC(=O)CN(C)S(=O)(=O)c2ccc3c(c2)OCCO3)s1
    15, 30
> Cc1ccc2cc(CN(Cc3nnnn3C3CCCCC3)CC3CCCO3)c(=O)[nH]c2c1 (stereo not drawn)
    -12, 41
> COc1ccc2[nH]c(=O)c(CN(CCc3ccccc3)C(C)=O)cc2c1
    5, 36
> CCCCS(=O)(=O)c1sc2nc(C)cc(C)c2c1N
    -68, 33
> Cc1ccc2nc(NC(=O)C3CCCN(S(=O)(=O)c4cccc5nsnc45)C3)sc2c1 (stereo not drawn)
    -16, 40
> Cc1ccc(NC(=O)c2ccc3c(c2)N(CC(=O)N2CCCCC2)C(=O)C(C)(C)O3)cc1
    3, 28
> CC(=O)C1=C(O)C(=O)N(CCNCCO)C1c1ccccc1 (stereo not drawn)
    -34, 54

# 3 entries from above, with bars between the fields.
mol | Htt clearance | Htt clearance grain fraction
COc1ccc(NC(=O)CSc2nc(C)cc(C(F)(F)F)n2)cc1 | -32 | 26
CC(C)c1nnc(NC(=O)CN(C)S(=O)(=O)c2ccc3c(c2)OCCO3)s1 | 15 | 30
Cc1ccc2cc(CN(Cc3nnnn3C3CCCCC3)CC3CCCO3)c(=O)[nH]c2c1 (stereo not drawn) | -12 | 41

# Only part of the results is shown. The share of hits here may be higher or lower than overall.
